From PubChem
TcdB GH inh: TcdB glycohydrolase inhibitors, primary screen, biochemical, single point, plate reader. inhibition, % at 9.99 µM. Toxin B (Clostridioides difficile), P18177. AID 652162, 2013. TcdB glycohydrolase enzymatic assay. hit rate 0.24% among 350,000; in the data active = inhibition above about 10%
Target sequence (P18177 whole entry, looked up): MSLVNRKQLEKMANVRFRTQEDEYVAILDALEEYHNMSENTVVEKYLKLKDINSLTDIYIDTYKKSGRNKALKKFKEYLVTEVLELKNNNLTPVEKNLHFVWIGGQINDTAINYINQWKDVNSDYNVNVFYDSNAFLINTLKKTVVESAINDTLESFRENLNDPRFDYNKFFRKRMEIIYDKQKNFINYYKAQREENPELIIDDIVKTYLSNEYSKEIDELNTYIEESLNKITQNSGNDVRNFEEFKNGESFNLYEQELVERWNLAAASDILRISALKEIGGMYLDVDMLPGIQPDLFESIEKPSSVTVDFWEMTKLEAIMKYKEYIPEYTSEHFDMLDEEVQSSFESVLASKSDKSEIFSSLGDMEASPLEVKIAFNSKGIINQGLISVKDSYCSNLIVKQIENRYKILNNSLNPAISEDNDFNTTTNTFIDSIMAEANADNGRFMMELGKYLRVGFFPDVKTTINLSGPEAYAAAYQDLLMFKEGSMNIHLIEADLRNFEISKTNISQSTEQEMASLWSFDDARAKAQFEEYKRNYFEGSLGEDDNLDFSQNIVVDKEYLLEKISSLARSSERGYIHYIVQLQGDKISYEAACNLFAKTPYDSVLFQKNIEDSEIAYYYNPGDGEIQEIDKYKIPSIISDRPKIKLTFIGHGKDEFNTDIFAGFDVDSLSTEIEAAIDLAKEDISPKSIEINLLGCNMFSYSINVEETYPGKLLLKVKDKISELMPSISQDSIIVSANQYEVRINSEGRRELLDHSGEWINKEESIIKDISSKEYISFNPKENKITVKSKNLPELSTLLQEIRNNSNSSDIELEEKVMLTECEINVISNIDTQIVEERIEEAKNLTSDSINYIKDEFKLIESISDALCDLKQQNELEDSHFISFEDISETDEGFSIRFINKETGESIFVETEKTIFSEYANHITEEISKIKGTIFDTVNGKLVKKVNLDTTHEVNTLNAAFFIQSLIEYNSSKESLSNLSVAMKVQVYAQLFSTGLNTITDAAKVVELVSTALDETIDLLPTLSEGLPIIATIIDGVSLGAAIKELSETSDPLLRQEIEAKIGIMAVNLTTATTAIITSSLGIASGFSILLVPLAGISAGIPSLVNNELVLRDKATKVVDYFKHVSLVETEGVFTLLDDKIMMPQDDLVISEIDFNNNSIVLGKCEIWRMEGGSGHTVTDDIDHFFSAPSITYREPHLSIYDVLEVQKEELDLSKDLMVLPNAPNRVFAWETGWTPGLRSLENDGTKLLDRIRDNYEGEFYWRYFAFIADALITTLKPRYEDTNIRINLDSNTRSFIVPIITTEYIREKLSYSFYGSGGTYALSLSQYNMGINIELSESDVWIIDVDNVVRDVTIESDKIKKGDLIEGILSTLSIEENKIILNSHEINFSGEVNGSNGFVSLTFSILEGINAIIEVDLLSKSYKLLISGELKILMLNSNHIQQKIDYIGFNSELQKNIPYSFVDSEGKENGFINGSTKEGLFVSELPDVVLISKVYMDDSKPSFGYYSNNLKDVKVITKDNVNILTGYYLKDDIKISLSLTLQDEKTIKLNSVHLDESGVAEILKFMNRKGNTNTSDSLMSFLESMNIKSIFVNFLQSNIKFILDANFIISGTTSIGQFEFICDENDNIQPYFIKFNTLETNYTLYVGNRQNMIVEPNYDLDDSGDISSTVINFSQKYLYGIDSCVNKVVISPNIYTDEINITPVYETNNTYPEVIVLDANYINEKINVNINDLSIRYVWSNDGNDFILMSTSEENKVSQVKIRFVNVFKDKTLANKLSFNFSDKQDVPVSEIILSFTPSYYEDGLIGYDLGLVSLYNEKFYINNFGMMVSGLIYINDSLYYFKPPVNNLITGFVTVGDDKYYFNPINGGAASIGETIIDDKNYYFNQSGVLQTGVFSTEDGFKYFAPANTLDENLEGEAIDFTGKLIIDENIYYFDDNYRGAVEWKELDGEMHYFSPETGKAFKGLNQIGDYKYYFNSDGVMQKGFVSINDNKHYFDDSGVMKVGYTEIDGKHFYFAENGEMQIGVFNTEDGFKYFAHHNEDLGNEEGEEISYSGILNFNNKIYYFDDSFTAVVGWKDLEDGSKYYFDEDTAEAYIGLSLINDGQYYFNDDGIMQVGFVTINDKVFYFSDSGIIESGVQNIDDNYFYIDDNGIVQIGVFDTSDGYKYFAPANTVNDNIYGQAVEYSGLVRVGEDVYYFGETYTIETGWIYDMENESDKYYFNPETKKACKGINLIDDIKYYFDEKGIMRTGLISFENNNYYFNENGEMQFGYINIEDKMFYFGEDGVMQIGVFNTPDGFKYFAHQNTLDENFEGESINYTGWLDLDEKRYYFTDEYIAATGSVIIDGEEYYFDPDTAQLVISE
Numbers without * were called inactive; & = joins results of further samples. The list is partial. The share of hits here may be higher or lower than overall.

A first look (six entries):
SMILES	TcdB GH inh
O=C(C[C@H]1CC[C@H](NC(=O)c2cccc(F)c2)[C@H](CO)O1)NCCN1CCCC1	-1.4
C[C@H](CO)N1C[C@H](C)[C@@H](CN(C)S(C)(=O)=O)Oc2cc(C3=CCCCC3)ccc2S1(=O)=O	0.5
O=C(c1cccnc1)N1C[C@@H]2[C@H](c3ccccc31)[C@@H](CO)N2C(=O)C1CCOCC1	0.5
C/C=C/c1ccc2c(c1)O[C@@H](CN(C)C(=O)COC)[C@H](C)CN([C@@H](C)CO)S2(=O)=O	-0.8
COc1ccc(CN(C)C[C@@H]2Oc3ccc(NC(=O)Nc4c(C)noc4C)cc3C(=O)N([C@@H](C)CO)C[C@H]2C)cc1	0.1
N#C[C@@H]1[C@@H](c2ccc(C#Cc3cccnc3)cc2)[C@@H](CO)N1C(=O)NC1CCCCC1	-0.3

The listing, repeating the preview:
SMILES	TcdB GH inh
O=C(C[C@H]1CC[C@H](NC(=O)c2cccc(F)c2)[C@H](CO)O1)NCCN1CCCC1	-1.4
C[C@H](CO)N1C[C@H](C)[C@@H](CN(C)S(C)(=O)=O)Oc2cc(C3=CCCCC3)ccc2S1(=O)=O	0.5
O=C(c1cccnc1)N1C[C@@H]2[C@H](c3ccccc31)[C@@H](CO)N2C(=O)C1CCOCC1	0.5
C/C=C/c1ccc2c(c1)O[C@@H](CN(C)C(=O)COC)[C@H](C)CN([C@@H](C)CO)S2(=O)=O	-0.8
COc1ccc(CN(C)C[C@@H]2Oc3ccc(NC(=O)Nc4c(C)noc4C)cc3C(=O)N([C@@H](C)CO)C[C@H]2C)cc1	0.1
N#C[C@@H]1[C@@H](c2ccc(C#Cc3cccnc3)cc2)[C@@H](CO)N1C(=O)NC1CCCCC1	-0.3
CCCC#Cc1ccc2c(c1)O[C@@H](CN(C)Cc1cccnc1)[C@H](C)CN([C@H](C)CO)S2(=O)=O	1.8
C[C@@H]1CN([C@@H](C)CO)C(=O)c2cc(NC(=O)CCCN(C)C)ccc2O[C@@H]1CN(C)Cc1ccc2c(c1)OCO2	0.0
COc1ccc(S(=O)(=O)N(C)C[C@H]2Oc3c(NS(=O)(=O)c4cccs4)cccc3C(=O)N([C@H](C)CO)C[C@@H]2C)cc1	0.4
CC(C)NC(=O)Nc1ccc2c(c1)CC(=O)N([C@H](C)CO)C[C@@H](C)[C@@H](CN(C)Cc1ccc(Cl)c(Cl)c1)O2	-3.3
O=C(Nc1ccccc1F)N1C[C@@H]2[C@H](c3ccccc31)[C@H](CO)N2C(=O)C1CC1	-0.6
Cc1ccc(S(=O)(=O)Nc2ccc3c(c2)CC(=O)N([C@H](C)CO)C[C@H](C)[C@@H](CN(C)C(=O)Nc2ccccc2)O3)cc1	1.5
Cc1ccc(S(=O)(=O)Nc2ccc3c(c2)C(=O)N([C@H](C)CO)C[C@H](C)[C@@H](CN(C)S(=O)(=O)c2cccs2)OCCCC[C@H](C)O3)cc1	-1.2
C[C@H](CO)N1C[C@H](C)[C@H](CN(C)Cc2ccc(F)cc2)Oc2cc(C#CCN(C)C)ccc2S1(=O)=O	-1.8
C[C@H](CO)N1C[C@H](C)[C@@H](CN(C)C(=O)Nc2cccc3ccccc23)OCCCC[C@H](C)Oc2ccc(NS(=O)(=O)c3cccs3)cc2C1=O	-0.9
O=S(=O)(N[C@H]1CC[C@H](CCn2cc(-c3cccnc3)nn2)O[C@H]1CO)c1ccccc1	0.1
O=C(C[C@H]1CC[C@@H](NS(=O)(=O)c2ccc(F)cc2)[C@H](CO)O1)NCc1ccncn1	0.8
C[C@@H]1CN([C@H](C)CO)C(=O)c2cc(NC(=O)Cc3ccccc3)ccc2O[C@@H]1CN(C)Cc1ccc(Cl)c(Cl)c1	-0.6
C[C@@H]1CN([C@@H](C)CO)C(=O)Cc2cc(NC(=O)c3ccncc3)ccc2O[C@@H]1CN(C)Cc1ccc(Oc2ccccc2)cc1	-0.8
C[C@@H]1CCCCO[C@H](CN(C)C(=O)c2ccccc2)[C@H](C)CN([C@@H](C)CO)C(=O)c2cc(NS(=O)(=O)c3ccc(Cl)cc3)ccc2O1	0.2
Cc1ccc(S(=O)(=O)N(C)C[C@H]2Oc3ccc(NS(=O)(=O)c4ccc(Cl)cc4)cc3CC(=O)N([C@@H](C)CO)C[C@H]2C)cc1	-1.3
C[C@@H]1CN([C@@H](C)CO)S(=O)(=O)c2ccc(-c3cncnc3)cc2O[C@H]1CN(C)C(=O)c1cccc(F)c1	0.9
C[C@@H]1CN([C@H](C)CO)C(=O)c2cc(NC(=O)NC3CCCCC3)ccc2O[C@H]1CN(C)Cc1ccc(C(=O)O)cc1	-8.6
CO[C@H]1CN(C)C(=O)c2cc(NC(C)=O)ccc2OC[C@@H](C)N(CCC(F)(F)F)C[C@@H]1C	-4.9
C[C@H](CO)N1C[C@H](C)[C@@H](CN(C)Cc2ccc(Oc3ccccc3)cc2)Oc2c(NS(C)(=O)=O)cccc2C1=O	-0.2
COc1ccc(CN(C)C[C@@H]2OCCCC[C@H](C)Oc3ccc(NC(=O)Nc4c(C)noc4C)cc3C(=O)N([C@@H](C)CO)C[C@H]2C)cc1	-2.7
C[C@H](CO)N1C[C@H](C)[C@@H](CN(C)S(=O)(=O)c2ccc(Cl)cc2)Oc2ccc(NC(=O)Nc3cccc4ccccc34)cc2CC1=O	1.2
C[C@H]1CN([C@@H](C)CO)C(=O)c2cc(C3=CCCC3)cnc2O[C@H]1CN(C)C(=O)Nc1ccc(C(F)(F)F)cc1	1.4
Cc1noc(C)c1NC(=O)N[C@@H]1C=C[C@@H](CC(=O)Nc2ccccc2)O[C@@H]1CO	-1.5
CO[C@H]1CN(C)C(=O)c2ccc(NC(=O)C3CC3)cc2OC[C@@H](C)N(CCc2ccccc2)C[C@@H]1C	-0.2

Retrieved one by one from above:
SMILES	TcdB GH inh
C[C@@H]1CN([C@@H](C)CO)C(=O)Cc2cc(NC(=O)c3ccncc3)ccc2O[C@@H]1CN(C)Cc1ccc(Oc2ccccc2)cc1	-0.8
COc1ccc(CN(C)C[C@@H]2OCCCC[C@H](C)Oc3ccc(NC(=O)Nc4c(C)noc4C)cc3C(=O)N([C@@H](C)CO)C[C@H]2C)cc1	-2.7
C[C@@H]1CN([C@H](C)CO)C(=O)c2cc(NC(=O)Cc3ccccc3)ccc2O[C@@H]1CN(C)Cc1ccc(Cl)c(Cl)c1	-0.6
O=C(Nc1ccccc1F)N1C[C@@H]2[C@H](c3ccccc31)[C@H](CO)N2C(=O)C1CC1	-0.6

Next records.
SMILES	TcdB GH inh
COCCOC(=O)N1C(=O)[C@@]2(c3cc(C#CC4(O)CCCCCC4)ccc31)[C@H](c1ccc(OCCO)cc1)N1[C@H](c3ccccc3)[C@H](c3ccccc3)OC(=O)[C@H]1[C@@H]2C(N)=O	0.8
O=C(C[C@@H]1CC[C@H](NC(=O)C2CCC2)[C@@H](CO)O1)NC1CCCCC1	-0.9
C[C@H]1CCCCO[C@H](CN(C)C(=O)Nc2ccc3c(c2)OCO3)[C@@H](C)CN([C@@H](C)CO)C(=O)c2cc(NC(=O)Nc3ccc(C(F)(F)F)cc3)ccc2O1	-1.0
C[C@H](CO)N1C[C@H](C)[C@H](CN(C)Cc2cccnc2)Oc2ncc(-c3cccc(F)c3)cc2C1=O	-0.1
CN1C(=O)c2cc(NC(=O)c3cscn3)ccc2OC[C@H]2O[C@@H](CC(=O)N3CCCCC3)CC[C@H]21	-0.6
COc1ccc2c3c(n(C)c2c1)[C@@H](CO)N(C(C)=O)CC31CN(Cc2ccc(Cl)cc2)C1	0.5
C[C@H]1CN([C@@H](C)CO)C(=O)c2cccc(NC(=O)c3cnccn3)c2O[C@@H]1CN(C)CC1CCCCC1	-0.6
C/C=C/c1ccc2c(c1)O[C@H](CN(C)Cc1cccnc1)[C@@H](C)CN([C@H](C)CO)S2(=O)=O	-0.2
C[C@@H]1CN([C@H](C)CO)C(=O)Cc2cc(NS(=O)(=O)c3cccs3)ccc2O[C@@H]1CN(C)Cc1ccc(Oc2ccccc2)cc1	-0.7
C[C@H]1CN([C@@H](C)CO)C(=O)c2cc(NS(=O)(=O)c3cccs3)ccc2O[C@@H]1CN(C)C(=O)Nc1ccc(C(F)(F)F)cc1	0.1
CC(=O)N[C@H]1C=C[C@H](CC(=O)NCc2ccc(Cl)cc2)O[C@H]1CO	0.4
C[C@H](CO)N1C[C@H](C)[C@@H](CN(C)C(=O)Nc2cccc3ccccc23)Oc2ccc(NS(=O)(=O)c3ccc(Cl)cc3)cc2C1=O	-0.1
O=C(C[C@@H]1CC[C@@H]2[C@H](COC[C@H](O)CN2Cc2ccncc2)O1)NCc1ccncc1	-1.2
O=C(N[C@H]1C=C[C@@H](CC(=O)N2CCCCC2)O[C@H]1CO)c1ccccn1	-2.7
O=C(C1CCCC1)N1CC(=O)N2[C@H](C1)[C@H](c1ccc(C#CC3CCCC3)cc1)[C@@H]2CO	0.2
C[C@@H]1CN([C@H](C)CO)C(=O)c2cccc(NC(=O)c3ccncc3)c2O[C@@H]1CN(C)Cc1ccc(C(F)(F)F)cc1	-0.4
C[C@H](CO)N1C[C@H](C)[C@H](CN(C)S(=O)(=O)c2cn(C)cn2)Oc2ncc(/C=C/c3ccccc3)cc2C1=O	1.3&-4.4
CCC(=O)N1CC2(CN(Cc3ccc(Cl)cc3)C2)c2c(n(C)c3cc(OC)ccc23)[C@@H]1CO	2.7
COc1ccccc1CNC(=O)C[C@@H]1C=C[C@@H](NC(C)=O)[C@H](CO)O1	1.3
C[C@H](NC(=O)N(C)C[C@@H]1OCc2ccccc2-c2ccccc2C(=O)N([C@H](C)CO)C[C@@H]1C)c1ccccc1	-0.9
C[C@H](CO)N1C[C@H](C)[C@H](CN(C)C)Oc2ncc(C#Cc3ccccc3F)cc2C1=O	0.7
C[C@@H]1CN([C@H](C)CO)C(=O)c2c(c3ccccc3n2C)-c2ccccc2CO[C@@H]1CN(C)Cc1cccc(C(F)(F)F)c1	0.1
C[C@@H]1CN([C@@H](C)CO)C(=O)c2cc(N(C)C)ccc2O[C@@H](C)CCCCO[C@H]1CN(C)C(=O)CCCN(C)C	-29.3
C[C@H]1CN([C@@H](C)CO)C(=O)c2cc(C#Cc3ccccc3)cnc2O[C@@H]1CN(C)C(=O)CN(C)C	0.2
C[C@@H]1CCCCO[C@@H](CN(C)Cc2ccc(Cl)c(Cl)c2)[C@@H](C)CN([C@H](C)CO)C(=O)c2cc(NC(=O)Cc3ccccc3)ccc2O1	0.4
C[C@H](CO)N1C[C@H](C)[C@H](CN(C)C(=O)Nc2ccc(C(F)(F)F)cc2)Oc2ccc(NC(=O)Nc3cccc4ccccc34)cc2C1=O	-1.8
CN1C(=O)c2cc(NS(=O)(=O)c3ccc(Cl)cc3)ccc2OC[C@H]2O[C@H](CC(=O)O)CC[C@H]21	-0.3
COC(=O)C[C@H]1CC[C@H]2[C@H](COc3ccc(NC(=O)Nc4c(C)noc4C)cc3C(=O)N2C)O1	-0.1
N#C[C@H]1[C@@H](c2ccc(-c3cccc(F)c3)cc2)[C@@H](CO)N1S(=O)(=O)c1cccc(F)c1	-1.0
C[C@H](CO)N1C[C@H](C)[C@@H](CN(C)CC2CCCC2)Oc2cc(Br)ccc2S1(=O)=O	0.1
Cn1cnc(S(=O)(=O)N[C@H]2CC[C@H](CC(=O)NCC3CCCCC3)O[C@@H]2CO)c1	-0.8
Cc1noc(C)c1NC(=O)N[C@H]1CC[C@H](CCNC(=O)C2CCOCC2)O[C@@H]1CO	-6.9
CN(C)C(=O)C[C@H]1C[C@@H]2c3cc(NC(=O)Nc4ccccc4F)ccc3O[C@@H]2[C@H](CO)O1	0.0
COc1ccccc1S(=O)(=O)N1CC[C@@H]2[C@@H](CO)Nc3ccc(-c4ccc(F)cc4)cc3[C@@H]21	0.3
COCC(=O)N(C)C[C@H]1[C@H](c2ccc(-c3ccccc3)cc2)[C@H](CO)N1C(C)=O	-2.0
O=C(NCC[C@H]1CC[C@@H](NC(=O)C2CCCC2)[C@@H](CO)O1)c1ccc(F)cc1	-1.1
C[C@@H]1CN([C@@H](C)CO)C(=O)c2cc(NC(=O)Nc3ccc(F)cc3)ccc2O[C@H]1CN(C)Cc1ccccc1	0.3
C[C@@H]1CN([C@H](C)CO)C(=O)Cc2cc(NC(=O)Nc3cccc4ccccc34)ccc2O[C@@H]1CN(C)Cc1ccc(Oc2ccccc2)cc1	-2.0
O=C(C[C@@H]1C=C[C@H](NC(=O)NC2CCCCC2)[C@@H](CO)O1)NCc1ccccc1	0.1
OC[C@H]1[C@@H](c2ccc(C#CC3(O)CCCC3)cc2)[C@H]2CN(Cc3ccncc3)CCCCN21	0.7
CN(C)C(=O)c1ccc(-c2ccc([C@@H]3[C@H](CO)N4CCCCN(Cc5cncnc5)C[C@@H]34)cc2)cc1	0.0
O=C(C[C@@H]1C[C@H]2c3cc(NC(=O)NC4CCCCC4)ccc3O[C@H]2[C@@H](CO)O1)NCc1ccccn1	-0.1
O=C(NC1CCCC1)[C@H]1[C@H](CO)[C@H]2Cn3c(ccc(-c4ccccc4)c3=O)[C@@H]1N2CCc1ccccc1	0.7
C[C@@H]1CCCCO[C@H](CN(C)C(=O)CCC(F)(F)F)[C@H](C)CN([C@H](C)CO)C(=O)c2cc(NS(C)(=O)=O)ccc2O1	-7.3
CO[C@H]1CN(C)C(=O)c2ccc(NS(=O)(=O)c3ccccc3)cc2OC[C@@H](C)N(Cc2cccnc2)C[C@H]1C	-0.5
C/C=C/c1ccc([C@H]2[C@H]3CN(Cc4ccc(F)cc4)CC(=O)N3[C@H]2CO)cc1	1.3
CCCNC(=O)N1CC2(C1)CN(S(C)(=O)=O)[C@@H](CO)c1c2c2ccc(OC)cc2n1C	-2.5
CC(C)NC(=O)Nc1ccc2c(c1)C(=O)N([C@@H](C)CO)C[C@@H](C)[C@@H](CN(C)C(=O)NC(C)C)OCCCC[C@@H](C)O2	-8.8
C[C@H](CO)N1C[C@H](C)[C@@H](CN(C)S(=O)(=O)c2ccccc2)OCCCC[C@H](C)Oc2ccc(NS(=O)(=O)c3cn(C)cn3)cc2C1=O	0.6
O=C1c2ccccc2C(=O)N1C1CCN(Cc2cccc(OCCO)c2)CC1	-2.8
